NPR2 activator: human GC-B receptor activators, primary screen, HEK293 GC-B cells, cGMP TR-FRET, EC30 CNP. Atrial natriuretic peptide receptor 2 (Homo sapiens), P20594. 0% at EC30 CNP, 100% saturating CNP. activation, % at 10 µM. actives 0.11% (n = 370,000);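 active means activation at 10 µM reaching about 35% in either raw or pattern-adjusted values, limit read from the data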
SIAE primary: human SIAE inhibitors, primary screen, biochemical, fluorescence polarization, FP-Rh probe, 1536-well HTS; Sialate O-acetylesterase (Homo sapiens), Q9HAT2; SIAE FP-Rh probe binding; inhibition, % at 9.66 µM; actives 0.69% (n = 370,000); AID 1053197, 2014;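 active means inhibition above a cutoff: mean of compounds within the control limits plus 3 SD of those, cut at about 17% in these data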;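 further: 0% = plate median of compound wells and 100% = probe without SIAE protein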
Target sequence (Q9HAT2 whole entry, looked up): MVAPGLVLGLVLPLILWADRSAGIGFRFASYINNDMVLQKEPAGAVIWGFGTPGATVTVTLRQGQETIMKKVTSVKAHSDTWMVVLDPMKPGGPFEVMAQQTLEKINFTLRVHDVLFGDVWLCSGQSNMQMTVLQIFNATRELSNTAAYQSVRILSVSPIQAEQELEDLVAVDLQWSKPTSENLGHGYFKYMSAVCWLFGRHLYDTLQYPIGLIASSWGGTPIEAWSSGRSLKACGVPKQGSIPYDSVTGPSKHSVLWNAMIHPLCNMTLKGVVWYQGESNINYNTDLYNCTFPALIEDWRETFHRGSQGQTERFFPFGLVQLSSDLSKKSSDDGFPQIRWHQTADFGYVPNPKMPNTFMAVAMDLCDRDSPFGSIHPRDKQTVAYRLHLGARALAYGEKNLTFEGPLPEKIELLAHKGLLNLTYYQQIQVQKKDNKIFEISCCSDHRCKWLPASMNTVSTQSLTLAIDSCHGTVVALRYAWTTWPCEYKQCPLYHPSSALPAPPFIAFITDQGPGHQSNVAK
TCR CD3 inh: inhibitors of human TCR-CD3 interaction, primary screen, biochemical, fluorescence, TAMRA-labeled TCR probe | actives 0.37% (n = 360,000) | T-cell receptor (TCR) | inhibition, % at 9.4 µM | AID 651800, 2012; in the data active means inhibition above about 19%;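 further: recombinant mutant TCR 2C K166C tagged with TAMRA read by polarization; 0% = receptor in buffer alone and 100% = receptor with positive control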
rCAG RNA binder: binders of r(CAG) RNA repeats, primary screen, biochemical, fluorescence; r(CAG) RNA repeat, TO-PRO-1 dye displacement fluorescence; actives 1.3% (n = 370,000); inhibition, % at 3 µM; AID 651821, 2012;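 active means inhibition above the plate cutoff, the mean of all test compounds on that plate plus 3 SD, cut at about 35% in these data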;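 further: 0% = DMSO alone and 100% = 100 µM mitoxantrone as full dye displacement; higher means more dye released from RNA so lower well fluorescence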
NPR1 activator: GC-A stimulated cGMP production enhancers – HEK293 GC-A cells, cGMP TR-FRET, EC30 ANP, primary screen; Atrial natriuretic peptide receptor 1 (Homo sapiens), P16066; 0% at EC30 ANP, 100% saturating ANP; activation, % at 10 µM; actives 0.14% (n = 370,000); AID 1671463, 2021; in the data active means activation above about 40%
HTRA1 inhibitor: HTRA1 serine protease inhibitors, primary screen, biochemical, fluorescence polarization, HTS. recombinant HTRA1, FP-rhodamine activity-based probe. inhibition, % at 5.96 µM. actives 0.5% (n = 340,000); in the data active means inhibition above about 36%;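 further: 0% = enzyme with DMSO and 100% = wells lacking enzyme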
mABHD4 FP: ABHD4 inhibitors, primary screen, biochemical, fluorescence polarization, mouse | (Lyso)-N-acylphosphatidylethanolamine lipase (Mus musculus), Q8VD66 | AID 720543, 2013 | inhibition, % at 8.92 µM | actives 0.54% (n = 370,000) | purified mABHD4, FP-Rh probe fluorescence polarization;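 active means inhibition exceeding the mean over every tested compound plus 3 SD, cut at about 30% in these data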;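 further: 0% = plate median of compound wells and 100% = S159A mutant with DMSO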
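Assay system: wild-type mouse ABHD4 protein; compound: single nominal dose of 8.92 µM, 0.89% DMSO final; schedule: 45 min + 60 min at 25 °C; measured by: FP readout, ex 525 nm / em 598 nm; evaluation: % inhibition of FP-Rh probe binding versus controls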
PRMT1 inh: PRMT1 methyltransferase inhibitors, primary screen, biochemical, fluorescence polarization; Protein arginine N-methyltransferase 1 (Homo sapiens), Q99873; actives 1.3% (n = 370,000); inhibition, % at 2.79 µM; recombinant PRMT1, activity-based probe fluorescence polarization; AID 652257, 2013;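 active means inhibition above about 21% made by adding two undisclosed values, limit read from the data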
Target sequence (Q99873 whole entry, looked up): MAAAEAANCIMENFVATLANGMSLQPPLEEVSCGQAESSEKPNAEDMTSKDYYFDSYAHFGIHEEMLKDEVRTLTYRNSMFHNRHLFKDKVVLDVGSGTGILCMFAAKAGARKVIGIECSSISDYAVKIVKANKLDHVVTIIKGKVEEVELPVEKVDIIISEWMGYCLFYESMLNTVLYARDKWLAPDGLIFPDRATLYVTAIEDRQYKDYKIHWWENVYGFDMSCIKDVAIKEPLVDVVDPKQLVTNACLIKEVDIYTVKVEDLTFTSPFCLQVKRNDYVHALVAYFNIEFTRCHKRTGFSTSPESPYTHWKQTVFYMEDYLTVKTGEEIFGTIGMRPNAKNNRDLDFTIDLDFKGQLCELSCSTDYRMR
UHRF1 binding: UHRF1 methylated DNA binding inhibitors, primary screen, counter-screen for MBD2 inhibitor project, biochemical, TR-FRET, human UHRF1, single concentration | E3 ubiquitin-protein ligase UHRF1 (Homo sapiens), Q96T88 | UHRF1 binding to methylated oligo | actives 0.75% (n = 370,000) | AID 687016, 2013 | inhibition, % at 4.4 µM; in the data active means inhibition above about 21%;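 further: UHRF1 SRA domain binding a hemimethylated CpG hairpin DNA probe; 0% = median of test compound wells and 100% = reference inhibitor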
MBD2 DNA inh: inhibitors of MBD2 binding to methylated DNA, primary screen, biochemical, TR-FRET, DNA-binding domain, human | Methyl-CpG-binding domain protein 2 (Homo sapiens), Q9UBB5 | MBD2 binding to methylated oligonucleotide | inhibition, % at 4.4 µM | actives 0.31% (n = 370,000); in the data active means inhibition above about 13%
Active calls of the source: *; · = no result given. The list is partial, so the mix of outcomes need not match the whole.

SMILES | NPR2 activator | SIAE primary | TCR CD3 inh | rCAG RNA binder | NPR1 activator | HTRA1 inhibitor | mABHD4 FP | PRMT1 inh | UHRF1 binding | MBD2 DNA inh
CCn1c(SCC(=O)NC2CCCC2)nnc1-c1cccnc1 | 3.7 | -4.0 | -3.8 | 0.2 | 5.0 | 1.7 | -0.1 | 4.2 | -1.3 | 1.4
COc1ccc(C2CC(=O)Oc3c2c(=O)n(C)c2ccccc32)c(OC)c1OC (centres undefined) | 2.6 | 4.0 | 0.7 | 1.6 | 1.4 | -9.4 | 7.3 | 3.0 | 1.7 | 3.2
O=C(NCCC(F)(F)F)C1Cc2c(-c3cccc(F)c3)ccnc2O1 (centres undefined) | 6.9 | 2.6 | -2.6 | 1.9 | 0.0 | · | -4.8 | -2.8 | -0.3 | 0.3
CC(C)(C)OC(=O)N1CCC(C(=O)Nc2cccc(C(=O)NCc3ccccc3)c2)CC1 | -6.1 | 0.0 | 8.9 | 1.0 | 1.0 | -7.8 | -7.2 | -0.3 | -0.6 | -1.9
O=c1c2ccccc2ncn1-c1ccc(Br)cc1[N+](=O)[O-] | 0.2 | 2.0 | 2.1 | -1.7 | -0.5 | 3.5 | -3.8 | -3.5 | -1.4 | -3.7
CCOc1ccc(CCNC(=O)CN2C(=O)c3cccnc3Oc3ccc(C)cc32)cc1OCC | 3.0 | -6.4 | 0.3 | 0.5 | -1.8 | -3.4 | 0.4 | -1.3 | -1.0 | 1.5
Cc1ccc(S(=O)(=O)NC(=O)c2cc(C)n(-c3cc(S(=O)(=O)N4CCOCC4)ccc3N3CCCC3)c2C)cc1 | 3.1 | 8.0 | 4.9 | 36.2* | -4.6 | 0.0 | -6.3 | 5.3 | -2.1 | 0.3
Oc1c(CN2CCOCC2)ccc(CN2CCOCC2)c1O | 1.1 | 7.5 | 5.1 | 23.6 | 4.9 | 12.1 | 14.1 | 6.3 | 25.4* | 9.9
O=C(C[n+]1ccc(/C=N/O)cc1)N1CCCCC1 | -1.7 | -10.1 | -2.0 | -4.1 | -2.9 | 6.8 | -9.0 | 4.7 | 1.9 | 4.6
Nc1nc(SCC(=O)N2N=C3/C(=C/c4ccco4)CCCC3C2c2ccco2)n[nH]1 (centres undefined) | -3.6 | -6.0 | -4.2 | 18.2 | 2.5 | -2.8 | 2.9 | 2.6 | -3.3 | 0.9
CCOC(=O)c1[nH]c(C)c(C(=O)OCC(=O)NC(C)c2ccc(F)cc2)c1C (centres undefined) | 3.2 | -11.5 | 7.5 | -0.7 | 1.5 | 1.9 | -1.5 | 0.3 | -1.5 | 3.5
O=C(c1ccc(-c2ccc([N+](=O)[O-])cc2)o1)N1CCCC(C(F)(F)F)C1 (centres undefined) | -0.5 | -6.7 | -1.2 | 14.4 | 0.3 | -3.5 | 4.9 | 16.4 | 1.6 | 2.2
Cc1ccc(NC(=O)Cn2ncc(Cl)c(Cl)c2=O)cc1S(=O)(=O)N1CCCCC1 | 2.1 | -11.8 | -1.1 | 21.0 | 7.6 | -29.8 | -6.7 | 8.0 | 3.9 | 3.4
CCn1c(COc2ccccc2C)nnc1SCC(=O)N1CCN(c2ccccc2)CC1 | 4.6 | -1.3 | -5.2 | -2.8 | -0.5 | -4.4 | -4.8 | 0.9 | 1.7 | -4.1
CCOC(=O)/C(C#N)=C/c1c(N2CCN(C)CC2)nc2ccccn2c1=O | 0.4 | -4.1 | -0.1 | -6.4 | 1.1 | 3.6 | 0.0 | -0.6 | -5.3 | -1.5

Overlap with the part before: 4 entries; new compounds follow.
SMILES | NPR2 activator | SIAE primary | TCR CD3 inh | rCAG RNA binder | NPR1 activator | HTRA1 inhibitor | mABHD4 FP | PRMT1 inh | UHRF1 binding | MBD2 DNA inh
O=C(c1ccc(-c2ccc([N+](=O)[O-])cc2)o1)N1CCCC(C(F)(F)F)C1 (centres undefined) | -0.5 | -6.7 | -1.2 | 14.4 | 0.3 | -3.5 | 4.9 | 16.4 | 1.6 | 2.2
Cc1ccc(NC(=O)Cn2ncc(Cl)c(Cl)c2=O)cc1S(=O)(=O)N1CCCCC1 | 2.1 | -11.8 | -1.1 | 21.0 | 7.6 | -29.8 | -6.7 | 8.0 | 3.9 | 3.4
CCn1c(COc2ccccc2C)nnc1SCC(=O)N1CCN(c2ccccc2)CC1 | 4.6 | -1.3 | -5.2 | -2.8 | -0.5 | -4.4 | -4.8 | 0.9 | 1.7 | -4.1
CCOC(=O)/C(C#N)=C/c1c(N2CCN(C)CC2)nc2ccccn2c1=O | 0.4 | -4.1 | -0.1 | -6.4 | 1.1 | 3.6 | 0.0 | -0.6 | -5.3 | -1.5
CCN(CC(=O)NCc1cccs1)C(=O)c1cc(=O)[nH]c2ccccc12 | -1.6 | -12.6 | 2.8 | 0.7 | -2.2 | 8.8 | 2.4 | -7.8 | 0.0 | 2.1
CCOC(=O)C(=O)Cc1nc(OCc2ccccc2)cc(OCc2ccccc2)n1 | -1.6 | -5.5 | 0.6 | 8.6 | -1.3 | -12.8 | 5.5 | -1.1 | 1.4 | -5.1
COc1ccc(S(=O)(=O)N2CCN(CC3CC=CCC3)CC2)cc1 (centres undefined) | -3.8 | -4.4 | 3.0 | -5.4 | 5.0 | 1.3 | 0.9 | -3.1 | 2.4 | -0.9
NC(=O)c1ccc(NC(=O)COC(=O)CC2CC3CCC2C3)cc1 (centres undefined) | -10.4 | -2.4 | -1.2 | 4.5 | 1.4 | -0.1 | -3.5 | -1.7 | -2.0 | -0.5
CCN(CC)C(=O)c1[nH]cnc1C(=O)NCC(=O)OC(C)(C)C | -0.3 | -4.8 | 11.1 | -1.4 | 1.6 | 9.0 | -3.7 | -1.7 | -4.2 | 4.9
COc1ccc(CCNC(=O)C(C)OC(=O)c2nsc(Cl)c2Cl)cc1OC (centres undefined) | -1.2 | -7.3 | 1.3 | -5.9 | 2.1 | 6.8 | 2.6 | 2.5 | 0.5 | 1.1
COc1ccc(N=NC2C(=O)N(c3ccccc3)N=C2C)cc1 (centres undefined) | -3.4 | 3.2 | 9.2 | 7.8 | -3.8 | 7.4 | -0.4 | -3.5 | -1.9 | 1.0
COc1ccc(S(=O)(=O)n2ccnc2C)c(C)c1C | 4.9 | -5.2 | -1.6 | -2.2 | -3.4 | 8.1 | 5.0 | -1.7 | -0.2 | 2.1
CCCC(=O)c1c[nH]c(C(=O)NCCc2ccccn2)c1 | 3.0 | 4.9 | -6.6 | 0.3 | 0.6 | -0.1 | 2.9 | 0.1 | 1.8 | -0.9
O=C(N1CCOCC1)C12CC3CC(C1)CC(n1cnc(Cl)n1)(C3)C2 | -0.1 | -0.7 | -8.2 | -4.0 | 1.7 | -4.1 | -9.6 | 4.6 | 1.7 | 2.7
COc1ccc(S(=O)(=O)NCc2ccc3c(c2)cc(C)n3C)cc1 | -1.3 | 18.2* | 35.0* | 18.9 | 0.5 | 40.2* | 46.8* | -2.4 | -5.3 | -6.6
C[C@@H]1CN([C@H](C)CO)C(=O)c2c(c3ccccc3n2C)-c2ccccc2CO[C@@H]1CN(C)C(=O)CCN(C)C | 4.4 | 2.2 | -0.6 | 16.7 | 2.1 | · | 11.3 | 2.4 | 2.4 | -2.8
O=C(COc1ccc(S(=O)(=O)Nc2cccc(C(F)(F)F)c2)cc1)N1CCOCC1 | 1.2 | -7.3 | 2.6 | 0.2 | -1.6 | -1.7 | -2.4 | 2.9 | 1.3 | 4.9
CCOc1ccc(CNC(=O)CCS(=O)(=O)Cc2ccc(C)cc2)cc1OC | -0.1 | -2.7 | 2.1 | -4.8 | 1.1 | -5.4 | -0.2 | -1.8 | 0.6 | 1.6
C/C(=N\NC(=O)c1nnn(-c2nonc2N)c1CN(C)c1ccccc1)c1ccc(O)cc1 | -0.1 | -2.6 | 0.6 | 3.9 | 3.3 | -0.7 | 3.4 | -0.9 | -0.1 | -2.1
Cc1ccc(S(=O)(=O)NCC(=O)N(CC(=O)NCC2CCCO2)c2ccc(Cl)cc2)cc1 (centres undefined) | 0.6 | -5.9 | 3.0 | -6.5 | 1.4 | 7.0 | 4.0 | -2.6 | -2.6 | -5.1
COc1ccc(S(=O)(=O)NC(C(=O)OCC(=O)Nc2ccc(N3CCOCC3)cc2)C(C)C)cc1 (centres undefined) | 2.2 | 5.0 | -3.2 | 6.7 | 0.3 | -0.1 | 2.8 | 0.7 | 0.1 | 4.2
O=C(C(=O)N1CCC(CNC(=O)c2cccnc2Cl)CC1)c1cccs1 | 6.3 | -0.5 | 0.7 | 2.4 | 2.7 | · | 2.0 | -2.5 | 2.6 | -0.9
CCc1cccc(C)c1NS(=O)(=O)Cc1ccccc1 | -8.6 | 3.6 | 2.2 | 0.2 | -4.1 | 2.7 | -6.0 | 0.1 | -3.8 | -6.1
Cc1ccc(Cl)cc1NC(=S)N(CCCN1CCOCC1)Cc1ccccn1 | -0.6 | 1.4 | 3.1 | -6.2 | -4.3 | 2.6 | -15.9 | -1.4 | 1.4 | -1.6
COc1ccc(/C=N/NC(=O)c2cc(-c3cccnc3)nc3ccccc23)c(OC)c1 | -1.3 | -0.7 | -2.7 | 0.2 | -6.3 | -8.7 | 1.2 | 0.2 | -1.3 | -5.8
CC(NC(=O)COC(=O)c1ccc2c(=O)n3c(nc2c1)CCCCC3)c1ccc(F)cc1 (centres undefined) | -6.4 | 6.6 | -8.6 | 0.2 | 0.0 | -3.1 | 1.1 | 3.2 | 2.6 | 0.9
Cc1nc2ccccc2n1-c1ccccc1 | -2.2 | -0.1 | -0.2 | -2.2 | -1.7 | -4.3 | 4.2 | -1.1 | -1.3 | -3.2
CCN(c1ccccc1)S(=O)(=O)c1ccc(OC)c(NC(=O)CCc2nc3ccccc3c(=O)[nH]2)c1 | 9.8 | -8.1 | 0.0 | 2.9 | 6.3 | -27.0 | -3.0 | 6.9 | 2.8 | 0.7
O=C1c2ccccc2C(=O)C1c1ccnc2ccccc12 | -5.7 | -5.6 | -0.5 | 3.1 | 0.6 | 5.6 | 0.7 | 0.8 | -4.1 | -2.9
COc1cccc(NC(=O)c2ccc(CN3CCOCC3)cc2)c1 | 6.6 | -1.7 | 0.9 | -5.1 | 3.4 | -3.4 | 5.9 | 0.2 | -2.7 | 1.1
Cc1cccc(N2CCN(CC(=O)NCC3CCCCC3)CC2)c1C | 3.3 | 1.0 | 2.1 | -9.1 | 4.1 | -11.0 | 12.0 | 0.8 | 4.5 | 1.2
O=C(CSc1ncccn1)NC1CCCc2ccccc21 (centres undefined) | -1.6 | -10.6 | -4.2 | 1.6 | 0.3 | 1.0 | -4.0 | 1.1 | -0.9 | 1.9
N=C1/C(=C/c2cccn2Cc2ccc(Cl)cc2)C(=O)N=C2SC=CN12 | -11.4 | -4.7 | 6.6 | -3.1 | -1.2 | -13.2 | -13.1 | -1.7 | -2.1 | -4.5

Assay outcomes (PubChem)
